SKKanGAS inh – inhibitors of SKKanGAS S. pyogenes growth in kanamycin (SK-promoter or general growth effect); BacTiter-Glo, 6 h; 1.3% of 300,000 active; inhibition, % at 7.5 µM; AID 1662;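 active = mean replicate score, as percent of positive control median, at least 50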;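 note: strain carries kanamycin resistance gene driven by streptokinase promoter and grows in 40 µg/ml kanamycin; loss of luminescence reflects streptokinase promoter inhibition or plain growth inhibition; 0% = median of DMSO wells and 100% = positive control at its reference dose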
TMEM16A inh – blocks the mouse calcium-activated chloride channel TMEM16A | Q8BHY3 | HEK293 TMEM16A/YFP iodide influx fluorescence, ionomycin | normalized B-score (activity score, 25-100; higher = stronger inhibition) at 10 µM | 1.2% of 310,000 active | AID 588511;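 active = ratio plate-corrected score three or more library SD toward inhibition, starting fluorescence score within five deviations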;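 note: score derived from kinetic fluorescence span divided by baseline fluorescence per well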
TMEM16A act – activators or potentiators of mouse TMEM16A chloride channel. B-score at 10 µM. 0.3% of 340,000 active. AID 623877. HEK293 TMEM16A/YFP-H148Q/I152L, iodide quench fluorescence; stronger effect = lower value. Q8BHY3;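 active = fluorescence-ratio B-score plate-corrected deviation score at least 3 library SD below zero, with starting fluorescence score within 5 deviations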;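 note: channel opened by trigger with iodide after compound preincubation; score built on the fluorescence ratio of max minus min over baseline; more negative score means more quench and so TMEM16A activation or potentiation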
MrgX1 antagonist – antagonists of human MrgX1 receptor | 1.3% of 310,000 active | B-score at 10 µM | MRGX1-HEK293 calcium flux, Fluo-4, BAM8-22 antagonism; stronger effect = lower value;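 active = calcium-response B-score plate-corrected more than 3 library SD below zero, starting fluorescence within 5 deviations, no agonist response on first addition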;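 note: peak minus trough fluorescence over baseline after final BAM8-22 challenge near maximal dose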
MrgX1 PAM – human MrgX1 positive allosteric modulation, primary screen | AID 588675 | Q96LB2 | MrgX1-HEK293, Fluo-4 calcium flux, FDSS; stronger effect = higher value | B-score at 10 µM | 0.63% of 310,000 active;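 active = plate-corrected calcium response at least 3 library SD above typical, normal starting fluorescence, not activating the receptor alone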;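 note: compound read alongside a low EC10 to EC30 dose of BAM8-22 agonist; peak minus trough fluorescence over baseline measured at the second addition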
TRPC4 inh – TRPC4 (mouse) channel inhibition; HEK293 TRPC4beta/mu-opioid, DAMGO-evoked Fluo4 calcium flux; stronger effect = lower value; B-score at 10 µM; 0.39% of 300,000 active;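 active = B-score over 3 SD under the library average, no early fluorescence shift, positive overall ratio signal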
Target sequence (Q9QUQ5 whole entry, looked up): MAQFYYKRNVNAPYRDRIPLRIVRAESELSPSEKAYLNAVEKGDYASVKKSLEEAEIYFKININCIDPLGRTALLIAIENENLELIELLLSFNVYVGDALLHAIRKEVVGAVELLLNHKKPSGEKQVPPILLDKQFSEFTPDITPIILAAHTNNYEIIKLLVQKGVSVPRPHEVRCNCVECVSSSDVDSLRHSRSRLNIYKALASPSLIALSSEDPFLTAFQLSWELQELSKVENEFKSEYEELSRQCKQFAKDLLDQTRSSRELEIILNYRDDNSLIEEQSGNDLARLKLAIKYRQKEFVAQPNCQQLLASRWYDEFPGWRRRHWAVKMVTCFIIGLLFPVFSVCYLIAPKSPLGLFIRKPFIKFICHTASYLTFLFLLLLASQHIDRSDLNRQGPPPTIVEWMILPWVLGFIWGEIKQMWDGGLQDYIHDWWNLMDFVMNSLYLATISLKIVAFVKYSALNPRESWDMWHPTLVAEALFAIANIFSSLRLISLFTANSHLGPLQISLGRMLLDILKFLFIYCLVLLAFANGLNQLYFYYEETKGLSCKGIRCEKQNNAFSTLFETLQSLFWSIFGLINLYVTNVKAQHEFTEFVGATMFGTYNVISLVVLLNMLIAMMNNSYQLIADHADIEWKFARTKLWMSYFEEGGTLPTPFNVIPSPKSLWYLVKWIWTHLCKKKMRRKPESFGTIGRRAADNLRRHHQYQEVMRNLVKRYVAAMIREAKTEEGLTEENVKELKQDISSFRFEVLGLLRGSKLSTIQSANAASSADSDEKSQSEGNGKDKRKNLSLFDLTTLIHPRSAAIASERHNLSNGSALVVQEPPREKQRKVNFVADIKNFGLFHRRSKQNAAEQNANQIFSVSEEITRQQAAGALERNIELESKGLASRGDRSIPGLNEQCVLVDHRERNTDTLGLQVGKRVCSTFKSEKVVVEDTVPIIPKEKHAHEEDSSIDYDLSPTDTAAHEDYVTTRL
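System: stable TRPC4beta/mu-opioid receptor HEK293 cells; Dosing: single-point compound dosing; Measured by: Fluo4 Ca2+ flux fluorescence; Read-out basis: per-well B score of integrated baseline-normalized Fluo4 ratio.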
MrgX1 ag – human MrgX1 receptor agonism, primary screen; MrgX1-HEK293 cells, Fluo-4 calcium fluorescence, agonist mode; stronger effect = higher value; Q96LB2; 0.44% of 310,000 active; B-score at 10 µM;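 active = calcium response B-score plate-corrected fluorescence ratio at least 3 library SD, with starting fluorescence B-score inside 5 SD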
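Assay system: stable human MrgX1 HEK293 cell line. Quantity: 15,000 cells per well. Schedule: cells plated overnight, dye loaded 0.5 h 37 °C, 0.5 h room temperature. Detection: Fluo-4 NW calcium-flux fluorescence, kinetic read. Read-out basis: peak-minus-minimum fluorescence over baseline, converted to B scores. Control set: positive and negative control wells on each plate.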
TRPC4 PAM – TRPC4 (mouse) allosteric potentiation | AID 2227 | B-score at 10 µM | 0.42% of 310,000 active | Q9QUQ5 | HEK293 TRPC4beta/mu-opioid, DAMGO EC20, Fluo-4 Ca2+ flux; stronger effect = higher value;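 active = B-score of calcium response area above 5 SD of library B-scores, with initial fluorescence ratio within 5 SD of library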;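 note: B-score of integrated fluorescence ratio over time as area under calcium response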
TRPC4 agonist – TRPC4 (mouse) channel activation; 0.49% of 310,000 active; HEK293 TRPC4beta/mu-opioid, Fluo4 calcium fluorescence; stronger effect = higher value; B-score at 10 µM; Q9QUQ5;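 active = B-score above 5 SD of library B-scores, and initial fluorescence ratio not above library mean plus 5 SD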;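 note: positive B-score marks a calcium rise read as TRPC4 activation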
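System – HEK293 cells stably co-expressing mouse TRPC4beta and mu-opioid receptor · Signal – Fluo4 calcium-sensitive dye fluorescence, kinetic, 1 Hz baseline · Benchmarks – buffer (low) and maximal DAMGO (high) · Read-out – B score of integrated fluorescence ratio per well · Incubation – dye loading 45 min room temperature, 110 s kinetic read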
TRPC6 inh – mouse TRPC6 channel inhibition; Q61143; HEK293-TRPC6, membrane potential dye, ACh-evoked depolarization; stronger effect = lower value; B-score at 10 µM; 1.1% of 310,000 active; AID 2553;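 active = B-score under library mean minus 3 SD, initial fluorescence not abnormally high, positive integrated signal ratio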;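 note: B-score derived from integrated fluorescence ratio over the kinetic read; more negative B-score means stronger inhibition of depolarization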
TRPC6 activator – activates the mouse TRPC6 cation channel | Q61143 | HEK293-TRPC6 membrane potential dye fluorescence; stronger effect = higher value | B-score at 10 µM | 0.13% of 310,000 active | AID 2550;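 active = B-score of the integrated fluorescence ratio above library mean plus 3 SD, and starting fluorescence ratio within library mean plus 5 SD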;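 note: higher score means more depolarization so channel activation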
* hit, by the source's call; i = inactive; · = no result given.

SMILES	SKKanGAS inh	TMEM16A inh	TMEM16A act	MrgX1 antagonist	MrgX1 PAM	TRPC4 inh	MrgX1 ag	TRPC4 PAM	TRPC4 agonist	TRPC6 inh	TRPC6 activator
CN(C)CCN(C(=O)CN1C(=O)c2ccccc2C1=O)c1nc2cc3c(cc2s1)OCCO3	-3.6	i	i	i	i	i	i	i	i	i	i
CC(C)OC(=O)C1C(=O)CC(C)(O)C(C(=O)OC(C)C)C1c1ccccc1 (configuration not stated)	-4.6	i	i	i	i	i	i	i	i	i	i
CC1=Nc2cc(Cl)ccc2Oc2ccccc21	1.8	i	i	i	i	i	i	i	i	i	i
Cc1cccc(NC(=S)N2CCN(c3ccc(F)cc3)CC2)c1	-7.9	i	i	i	i	i	i	i	i	i	i
O=C(CCNS(=O)(=O)c1ccccc1C(F)(F)F)N1CCN(S(=O)(=O)c2cccc(Cl)c2)CC1	1.6	i	i	i	i	i	i	i	i	i	i
COc1ccc(N(CC(=O)NC2CCCCC2)S(=O)(=O)c2c(C)[nH]c(=O)[nH]c2=O)cc1	-3.2	i	i	i	i	i	i	i	i	i	i
Cc1cccc(NC(=O)/C=C/c2cccs2)n1	1.9	i	i	i	i	i	i	i	i	i	i
O=C(COC(=O)c1oc2ccccc2c1CSc1ccc(Cl)cc1)NC1CCCC1	11.2	i	i	i	i	i	i	i	i	i	i
CC(Nc1nc(-c2ccc(F)cc2)cs1)c1nc2cc(C(F)(F)F)ccc2n1CCCO (configuration not stated)	20.2	i	i	i	i	i	i	i	i	i	i
c1ccc2c(-c3nnc4n3CCCCC4)cc(-c3ccncc3)nc2c1	6.1	i	i	i	i	i	i	i	i	i	i
Nc1[nH]ncc1-c1ccc(Cl)cc1	5.3	i	i	i	i	i	i	i	i	i	i
CS(=O)(=O)N(CCc1ccccc1)CC(=O)Nc1ccc2c(c1)OCO2	-4.2	i	i	i	i	i	i	i	i	i	i
Cc1cnc(C(=O)N2CCCC(C(=O)c3ccc(Cl)cc3C)C2)cn1 (configuration not stated)	-6.8	i	i	i	i	i	i	i	i	-5.35*	i
Cc1ccc(OCC(=O)N/N=C/c2ccncc2)cc1C	-4.2	i	i	i	i	i	i	i	i	i	i
O=C(c1ccco1)N1CCN(S(=O)(=O)Cc2ccccc2Cl)CC1	-0.7	i	i	i	i	i	i	i	i	i	i
Cc1nc(-c2nc(C(=O)NNS(C)(=O)=O)cs2)cs1	-0.4	i	i	i	i	i	i	i	i	i	i
COc1ccc2oc(=O)c(/C(C)=N/Nc3ccccc3)cc2c1	1.6	i	i	i	i	i	i	i	i	i	i
Cc1ccc(NS(=O)(=O)c2cc(C(=O)O)ccc2Cl)c(C)c1	0.9	i	i	i	i	i	i	i	i	i	i
COc1ccccc1CNC(=O)[C@@H](NC(=O)C1CCN(C(=O)[C@@H]2CCCN2C(=O)OC(C)(C)C)CC1)C(C)C	-0.2	i	i	i	i	i	i	i	i	i	i
CN(C)c1ccc(NC(=O)c2sc(SCC(=O)Nc3nccs3)nc2N)cc1	6.6	i	i	i	i	i	i	i	i	i	i
CCOCCCNC(=O)CN1CCN(Cc2ccc(Cl)cc2)C1=O	-8.0	i	i	i	i	i	i	i	i	i	i
Cc1cc(C)n2nc(SCCCC(=O)c3ccccc3)nc2n1	-0.4	i	i	i	i	i	i	i	i	i	i
CC1CCN(C(=O)c2ccc(S(=O)(=O)N3CCOCC3)cc2)CC1	2.2	i	i	i	i	i	i	i	i	i	i
CCOC(=O)CSc1ccccn1	-8.0	i	i	i	i	i	i	i	i	i	i
COc1ccc2c(c1)C(c1cccs1)=NNC(c1ccncc1)=N2	-0.5	i	i	i	i	i	i	i	i	i	i

Next section:
SMILES	SKKanGAS inh	TMEM16A inh	TMEM16A act	MrgX1 antagonist	MrgX1 PAM	TRPC4 inh	MrgX1 ag	TRPC4 PAM	TRPC4 agonist	TRPC6 inh	TRPC6 activator
COC(=O)C(C)N1C(=O)S/C(=C/c2cc(C)n(C(C)C)c2C)C1=O (configuration not stated)	1.0	i	i	i	i	i	i	i	i	i	i
CCOC(=O)c1c(C)n(C)c2ccc(OC)c([N+](=O)[O-])c12	2.6	i	i	i	i	i	i	i	i	i	i
CN(CC(=O)Nc1ccc(Cl)c(Cl)c1)C(=O)CN1C(=O)NC2(CCCC2)C1=O	-3.0	i	i	i	i	i	i	i	i	i	i
COc1ccc(C(=O)N2CCN(Cc3ccc4c(c3)OCO4)CC2)cc1[N+](=O)[O-]	-17.2	i	i	i	i	i	i	i	i	i	i
COc1cc(C(C)=O)ccc1OCC(O)CNCC1(N2CCCCC2)CCCCC1 (configuration not stated)	-4.4	i	i	i	i	i	i	i	i	i	i
COc1ccc(OC)c(N2Cc3cc(C)c(C)cc3C2)c1	10.1	i	i	i	i	i	i	i	i	i	i
Cc1nn(CCC(=O)NCCc2ccccc2Cl)c(=O)c2nn(-c3ccccc3)c(C)c12	2.1	i	i	i	i	i	i	i	i	i	i
COc1[nH]c2ccc(F)cc2c1C(=O)OCC1CCN(CCNS(C)(=O)=O)CC1	-3.6	i	i	i	i	i	i	i	i	i	i
CS(=O)(=O)CCC(C(=O)OCc1ccc(Br)cc1)N1C(=O)c2ccccc2C1=O (configuration not stated)	1.2	i	i	i	i	i	i	i	i	i	i
O=C(CCN1c2ccccc2Sc2ccccc21)OCC(=O)N1CCN(C(=O)c2ccco2)CC1	1.6	i	i	i	i	i	i	i	i	i	i
Cc1ccc(C(=O)Nc2cccnc2)cc1S(=O)(=O)N1CCCCC1	5.0	i	i	i	i	i	i	i	i	i	i
Cc1ccc(C)c(NC(=O)c2ccccc2NS(=O)(=O)c2cc([N+](=O)[O-])ccc2C)c1	·	i	i	i	i	i	i	i	i	i	i
CC(C)c1ccc(N(CC(=O)N/N=C/c2ccc(OC3CSC3)cc2)S(=O)(=O)c2ccccc2)cc1	14.8	i	i	i	i	i	i	i	i	i	i
COc1cc(NC(=S)N2CCN(c3ccccn3)CC2)c(OC)cc1Cl	-4.5	i	i	i	i	i	i	i	i	i	i
O=C(N/C(=C/c1ccccc1Cl)C(=O)N1CCCCC1)c1ccco1	1.4	i	i	i	i	i	i	i	i	i	i
Cc1ccc(S(=O)(=O)N/N=C/c2cc(Br)ccc2O)cc1	-11.1	100*	i	i	i	i	i	i	i	i	i
Cc1[nH][nH]c(=O)c1C(c1ccccc1[N+](=O)[O-])C(C#N)C#N (configuration not stated)	18.4	i	i	i	i	i	i	i	i	i	i
CC(=O)c1cccc(NC(=O)C2CCN(C(=O)c3cccs3)CC2)c1	-2.5	i	i	i	i	i	i	i	i	i	i
COc1cccc(NC(=O)CCNS(=O)(=O)c2ccc3c(c2)CC(C)N3C(=O)C2CC2)c1 (configuration not stated)	-8.0	i	i	i	i	i	i	i	i	i	i
O=Cc1cc(N=Nc2ccc(S(=O)(=O)O)cc2)ccc1O	-3.2	i	i	i	i	i	i	i	i	i	i
CCC(c1nnnn1C(C)(C)C)N1CCN(C2CCCC2)CC1 (configuration not stated)	-3.0	i	i	i	i	i	i	i	i	i	i
CCCCN(CC)Cc1ccc(CNC(=O)Nc2ccc(Cl)cc2)o1	3.5	i	i	i	i	i	i	i	i	i	i
O=C(CSc1n[nH]c(-c2cccnc2)n1)Nc1ccnc2ccccc12	0.7	i	i	i	i	i	i	i	i	i	i
O=C(c1cc(-c2ccc(F)cc2)no1)N1CCN(Cc2ccc3c(c2)OCO3)CC1	-6.1	i	i	i	i	i	i	i	i	i	i
COc1ccc(C(Nc2ccccn2)c2c(NC(=O)c3ccco3)sc(C)c2C)cc1OC (configuration not stated)	-2.2	i	i	i	i	-6*	i	i	i	i	i

New compounds follow.
SMILES	SKKanGAS inh	TMEM16A inh	TMEM16A act	MrgX1 antagonist	MrgX1 PAM	TRPC4 inh	MrgX1 ag	TRPC4 PAM	TRPC4 agonist	TRPC6 inh	TRPC6 activator
Cc1ccsc1C(=O)OC1CCOC1=O (configuration not stated)	1.5	i	i	i	i	i	i	i	i	i	i
O=C(O)Cc1ccc(NC(=S)Nc2ccc(Br)cc2Cl)cc1	-13.3	i	i	i	i	i	i	i	i	i	i
CC(/C=N/NC(=O)CSc1nc2ccccc2n1C)=C\c1ccco1	-9.8	i	i	i	i	i	i	i	i	i	i
O=C(NCc1nc2ncc(Br)cc2[nH]1)c1ccccc1	1.3	i	i	i	i	i	i	i	i	i	i
CCCOC(=O)C1C2C=C[C@]3(CN(CCc4ccccc4)C(=O)[C@H]13)O2 (some centres not stated)	-9.7	i	i	i	i	i	i	i	i	i	i
CN(Cc1ccccc1)S(=O)(=O)c1ccc(Cl)c(C(=O)NCc2ccc3c(c2)OCO3)c1	3.4	i	i	i	i	i	i	i	i	i	i
COCCNC(=O)C1CCC(CNS(=O)(=O)c2ccccc2)CC1 (configuration not stated)	-1.5	i	i	i	i	i	i	i	i	i	i
CCOc1ccccc1N1CCN(Cc2ccc(OC)c(OC)c2)CC1	·	i	i	i	i	·	i	·	·	·	·
Cc1cc(Cl)ccc1NC(=O)c1ccc2c(c1)CCN2S(C)(=O)=O	-2.1	i	i	i	i	i	i	i	i	i	i
Cc1cccc(OCC(=O)O/N=C(\N)c2ccc(Br)cc2)c1	-17.5	i	i	i	i	i	i	i	i	i	i
N#C/C(=C\c1ccc(C#N)cc1)C(=O)c1ccccc1	-2.0	i	i	i	i	i	i	i	i	i	i
CC(C)(C)c1cc(=O)n2[nH]c(N)nc2n1	2.9	i	i	i	i	i	i	i	i	i	i
Cc1ccc(-c2nc3c(c(=O)[nH]c(=O)n3Cc3ccccc3)n2C)s1	8.3	i	·	i	i	i	i	i	i	i	i
O=C1NCCN1CCNS(=O)(=O)c1cc(C(F)(F)F)cc(C(F)(F)F)c1	1.5	i	i	i	i	i	i	i	i	i	i
COc1ccc(Cn2c(CCC(=O)Nc3ccc(CC#N)cc3)nc3cccnc32)cc1	12.5	25*	i	i	i	i	i	i	i	i	i
COc1ccc(CCNC(=O)C2CCCN(S(C)(=O)=O)C2)cc1OC (configuration not stated)	1.0	i	i	i	i	i	i	i	i	i	i

Screening data: PubChem BioAssay, several laboratories
